# Assay outcomes deposited in PubChem BioAssay by National Center for Advancing Translational Sciences (NCATS).
# Pf Dd2 inh: blocks in vitro growth of P. falciparum Dd2. P. falciparum Dd2 growth, SYBR Green, 72 h. Potency, µM (series often up to 28.9 µM), for inactives: top-dose activity, negative = inhibition, hits mostly inhibitors. 120,000 compounds, 4.3% hits. AID 1347417; active = well fitted inhibition curve with a large enough effect; inconclusive = small, poorly fitted or top-dose-only effect; inactive = no such curve, though single readings can be large or run the other way;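 note: plate controls were DMSO vehicle for no effect and reference drug for full effect; nearly all actives have a fitted effect of over 65% in size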
#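 Readout: SYBR Green fluorescence, 485 nm excitation, 535 nm emission, after ~16 h lysis at 37C. Before that, Dd2-infected red cells (2.5% hematocrit) grew 72 h with compound, 29 uM top final concentration.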
# * hit, by the source's call; i = inactive; ? = inconclusive; [ ] = dose if it differs, or a comment. Potency is the fitted concentration of half-maximal effect. This is a subset; the hit share may differ from the screen's.
Compound	Pf Dd2 inh
Cc1cccc(CNC(=O)c2c(C)noc2-c2ccccc2Cl)c1	i
Cc1ccc(Cc2cn3cc(-c4ccccc4)nc3s2)cc1	-8%
COC(=O)c1ccc(Cn2c(=O)cc(C(F)(F)F)c3c(C)nn(C)c32)cc1	i
COc1ncccc1-c1cnc2[nH]cc(CC(=O)NC3CC3)c2c1	i
COc1cccc(N2CCN(C(=O)CCn3ccn4nc5c(c4c3=O)CCCC5)CC2)c1	?
Cc1noc(C)c1-c1cc2cc(CN(C)C)oc2c(Nc2cccc([S+](C)(=O)[O-])c2)n1	?
OC1(c2cccc(C(F)(F)F)c2)CCN(Cc2nc(-c3cccs3)no2)CC1	?
Clc1ccccc1C1Cn2cnc(-c3nc(-c4ccccn4)no3)c2CO1 (stereo not drawn)	6.3µM*
Cc1ccc(C(=O)Nc2nnc(SCc3cc(=O)c4c(C)ccc(C)c4[nH]3)s2)cc1	i
O=C(CSc1nc(=O)n(Cc2cccnc2)c2c1CCC2)Nc1cccc(Cl)c1	-11%

# Further entries.
Compound	Pf Dd2 inh
Cc1cc(C)cc(OCC(=O)Nc2c(C)ccc3nsnc23)c1	32%[activator]
O=C(O)[C@@H]1CN(C(=O)N2CCOCC2)C[C@H]1c1ccccn1	i
CC(C)CCNC(=O)Cn1ccn2nc(-c3ccc(F)cc3)c(CO)c2c1=O	i
Cc1ccc(-c2nnc3ccc(NC4CCC4)nn23)nc1	?
COc1cccc(-c2noc(CC3CCN(C(=O)c4ccccc4)CC3)n2)c1	?
COc1cccc(CN2C[C@H]3[C@H](C2)[S+](=O)([O-])C(C)(C)C(=O)N3CCOc2ccccc2)c1	-4%
COc1ccc(S(=O)(=O)c2nnn(-c3ccc(C(C)C)cc3)c2C)cc1	?
CSc1ncc(C(=O)Nc2ccccc2C(F)(F)F)c(-c2ccccc2)n1	i
Cc1cc(C)cc(NC(=O)N2CCC(Oc3ncccc3C(=O)N(C)C)C2)c1 (stereo not drawn)	-20%
COc1cccc(NC(=O)c2ccc3c(c2)CCN3S(C)(=O)=O)c1	21%

# Of the compounds above, four contain fluorine:
Compound	Pf Dd2 inh
COC(=O)c1ccc(Cn2c(=O)cc(C(F)(F)F)c3c(C)nn(C)c32)cc1	i
OC1(c2cccc(C(F)(F)F)c2)CCN(Cc2nc(-c3cccs3)no2)CC1	?
CC(C)CCNC(=O)Cn1ccn2nc(-c3ccc(F)cc3)c(CO)c2c1=O	i
CSc1ncc(C(=O)Nc2ccccc2C(F)(F)F)c(-c2ccccc2)n1	i

# Carrying on.
Compound	Pf Dd2 inh
COc1cc(NC(=O)c2ccc(-c3nc(CSc4ccccc4)c(C)o3)cc2)cc(OC)c1	-13%
Cc1nc(N2CCN(C(=O)c3ccc(C)c(F)c3)CC2)cc(C(F)(F)F)n1	-23%
Cc1cccc(-n2ncc(C(=O)N3CCc4ccccc4C3)c2C2CCN(C(=O)OC(C)(C)C)CC2)c1	-23%
Cc1noc(C)c1-c1cc2cc(CN(C)C)oc2c(NCCc2ccccc2)n1	?
CSCCC(=O)NC1CC(=O)N(Cc2cccc(F)c2)C1 (stereo not drawn)	-9%
Cc1noc([C@@H](C)NC(=O)C2CCCC2)c1C(=O)O	-8%[44.1 µM]
O=c1cc(CSc2ncn[nH]2)[nH]c2ccc(F)cc12	33%[activator]
CCN(CCn1cccn1)C(=O)c1csc2nc(-c3cccc(F)c3)cn12	-7%
CCCSc1nnc2c(n1)OC(c1ccc(Br)s1)Nc1ccccc1-2 (stereo not drawn)	-17%
O=C([C@H]1C[C@H](Oc2ccccc2)CN1C(=O)C1CCCC1)N1CCOCC1	i

# (list continues)
Compound	Pf Dd2 inh
CC1=C(C(=O)OCc2ccc(C)cc2)C(c2ccccc2F)CC(=O)N1 (stereo not drawn)	?
Cc1ccc(NC(=O)c2cc3n(n2)CC(c2ccc(Cl)cc2)OC3)cc1C (stereo not drawn)	i
Cc1cccc(=O)n1CCCn1cc(C2CCCNC2)nn1 (stereo not drawn)	0%
Cc1noc(Cn2c(=O)c3ccccc3n(CC(=O)Nc3cc(Cl)ccc3C)c2=O)n1	?
Cc1nc(C)c(C(=O)N2CCCC(c3nn(C)c(=O)n3C3CCCC3)C2)s1 (stereo not drawn)	15%
COc1ccc(-c2cc(C[C@H]3CNCC[C@H]3CC(=O)NCCN3CCOCC3)no2)cc1	i
COc1ccc(-c2cc3nc(C)c(CCC(=O)N4CCN(c5ccccc5)CC4)c(C)n3n2)c(OC)c1	30%
Cn1c(=O)c(=O)n(C)c2cc(S(=O)(=O)N3CCCC3C(=O)Nc3ccc(F)cc3)ccc21 (stereo not drawn)	-5%
COC(=O)c1cc2sccc2n1CC(=O)Nc1ccc(OC)c(OC)c1	22%
CC(C)(C)c1cnc([C@@H]2COCCN2Cc2ccccc2O)[nH]1	2µM*

# Next entries:
Compound	Pf Dd2 inh
CCn1cnnc1-c1nn(C)c2c1CN(C(=O)Cc1c[nH]c3ccccc13)CC2	i
CCC(=O)N1CCC2(CC1)c1[nH]c3ccc(OC)cc3c1CCN2C	-5%
O=C(N1CCCCCC1CN1CCOCC1)C1(c2ccccc2)CC1 (stereo not drawn)	10µM*
O=C1C[C@H]2CC[C@@H](CN1CC(=O)N(Cc1c(F)cccc1Cl)C1CC1)N2	4%
CN(CCc1nc2ccc(Cl)cc2[nH]1)c1cc(C2CC(O)C2)nc(N)n1 (stereo not drawn)	i
Cc1cc(CN2CCC3CC(=O)NCCC3C2)no1 (stereo not drawn)	23%[44.1 µM]
CC(C)c1ccc(NC(=O)C2CCCN(S(=O)(=O)c3ccc(Br)s3)C2)cc1 (stereo not drawn)	?
N#Cc1ccc(CN2CC[C@@H]3OCC(=O)N(c4ccccc4)[C@H]3CC2)cc1	-13%[44.1 µM]
O=C(N[C@@H]1CCN(C(=O)c2ccc3c(c2)OCO3)C[C@H]1O)c1cnccn1	-6%
COc1cccc(CN2C[C@@H]3C(=O)N(CCN4CCc5ccccc5C4)C(=O)[C@@H]3C2)c1OC	7.1µM*

# Following part:
Compound	Pf Dd2 inh
Cc1cc(OCC(=O)N(Cc2ccc(N(C)C)cc2)C2CCS(=O)(=O)C2)cc(C)c1Cl (stereo not drawn)	?
COc1ccc(C(=O)N2CCC(c3nn(-c4ccc(Cl)cc4)c(=O)[nH]3)CC2)cc1	-14%
N#Cc1cc2n(n1)CCCN(C(=O)CC(c1ccccc1)c1ccco1)C2 (stereo not drawn)	-18%
Cc1noc(-c2nc(-c3ccc(OC(C)C)cc3)no2)n1	-6%
CCCCCn1c(=O)[nH]c2cc(C(=O)NCc3ccccc3)ccc2c1=O	-21%
COc1ccc(N(CC(=O)N2CCN(c3ccc(F)cc3)CC2)S(=O)(=O)c2c(C)nn(C)c2C)cc1	i
Cc1csc2nc(COC(=O)CNC(=O)c3ccc(F)cc3)cc(=O)n12	47%[activator]
COc1cc2c(cc1OC)C(C[C@H]1CN(C(=O)c3cccs3)CC[C@H]1CC(=O)O)=NCC2	-1%
CN1CC(=O)N(C2CCCNCC2)Cc2c(NCCO)ncnc21 (stereo not drawn)	9%
CN(C)c1ccc(CN2CCC3(CN[S+](=O)([O-])c4ccccc4N3)C2)cc1 (stereo not drawn)	?

# Going on with the list.
Compound	Pf Dd2 inh
COc1cc(NC(=O)N2CCC3(CC2)Nc2ccccc2-n2cccc23)cc(OC)c1OC	i
COc1ccc([C@H]2C[C@@H](O)[C@@H](O)[C@@H]2NCc2ccc(OC)nc2)cc1	?
CC(C)c1ccc(CN2CCCC3(CCN(C(=O)c4ccnn4C)C3)C2)cc1 (stereo not drawn)	i
Cc1sc2c(c1C)c(=O)n(-c1ccc(Cl)cc1)c(=O)n2Cc1c(F)cccc1Cl	22%
COc1ccc(CNC[C@H]2COCc3nc4cc(C(F)(F)F)ccc4n32)cn1	?
COc1cc(F)ccc1-c1cc(C(=O)NCc2cccnc2)c2c(c1)ncn2C	52%[activator][44.1 µM]
CN(C)C(=O)[C@]12CCCC[C@@H]1N(CCc1ccccc1)C(=O)CC2	1%
COc1ccc(C(=O)N[C@@H]2CCC[C@@H]2C(=O)NCCCN2CCOCC2)cc1	-23%
O=C(CSc1nc(-c2ccc(F)cc2)cc(C(F)(F)F)n1)NCc1ccccc1	-8%
CN1CCCC2(CCN(C(=O)Cc3cccc4ccccc34)C2)C1=O (stereo not drawn)	-14%

# 6 compounds from above, arranged by length of the SMILES, largest number first:
Compound	Pf Dd2 inh
COc1ccc([C@H]2C[C@@H](O)[C@@H](O)[C@@H]2NCc2ccc(OC)nc2)cc1	?
Cc1sc2c(c1C)c(=O)n(-c1ccc(Cl)cc1)c(=O)n2Cc1c(F)cccc1Cl	22%
COc1cc(NC(=O)N2CCC3(CC2)Nc2ccccc2-n2cccc23)cc(OC)c1OC	i
COc1ccc(C(=O)N[C@@H]2CCC[C@@H]2C(=O)NCCCN2CCOCC2)cc1	-23%
CN(C)C(=O)[C@]12CCCC[C@@H]1N(CCc1ccccc1)C(=O)CC2	1%
CC(C)c1ccc(CN2CCCC3(CCN(C(=O)c4ccnn4C)C3)C2)cc1 (stereo not drawn)	i

# (further entries)
Compound	Pf Dd2 inh
CCCn1c(C)cnc1CC1CCCN(S(=O)(=O)c2cn(C)cn2)C1 (stereo not drawn)	-9%
NC(=O)C1CCN(c2csc3ccc(F)cc3c2=O)CC1	-5%
COc1cc2c(cc1OCc1ccccc1)N([S+](=O)([O-])c1cccnc1)CC21CCN(C)CC1	?
Cc1cccc(C(=O)NCCc2noc(C3CC3)n2)c1	48%[activator]
Cc1cccc(-c2nc3c4ccccc4nc(NCc4ccccc4Cl)n3n2)c1	-3%
Cc1cc(C)c2oc(C(=O)Nc3c(C(=O)c4ccccc4)oc4ccccc34)cc(=O)c2c1	37%[activator]
CC(C)N1C[C@H](O)C[C@H]1c1nnc2n1CCN(C(=O)c1cccn1C)C2	43%[activator]
CC(C)c1noc(C2CCCN(Cc3cn(C(C)C)c4ccccc34)CCC(=O)NCC2)n1 (stereo not drawn)	?
COCCCn1c(C)cnc1C1CCN(C(=O)NCc2ccc(C)cc2)C1 (stereo not drawn)	-6%
CCOC(=O)Cn1c(=O)oc2cc(S(=O)(=O)N3CCN(c4cccc(C)c4)C(C)C3)ccc21 (stereo not drawn)	-3%

# Following part
Compound	Pf Dd2 inh
O=C(c1n[nH]c2c1CCCCCC2)N1CCc2c(nc3cc(-c4ccccc4)[nH]n3c2=O)C1	i
CNC(=O)c1noc([C@@H]2CC(F)(F)CN2C(=O)CCC2CCCC2)n1	9%
Cc1cnc(-c2ccncc2)n1CCNC(=O)NCc1ccc(F)cc1	8%
COc1cc(-c2onc(C)c2C(=O)NCCCCc2ccccc2)cc(OC)c1OC	i
CCn1ncc(NC(=O)Cn2ncc3cc(-c4ccccc4F)ccc32)n1	-22%
CN(C)C(=O)C1CN(C(=O)Nc2ccccc2F)CC12CCOCC2 (stereo not drawn)	-22%
CC(=O)N[C@H]1CO[C@H]2[C@@H]1OC[C@@H]2Nc1nccc(-c2cccc(F)c2)n1	-23%[44.1 µM]
Cc1cc(-c2ccc(C)c(S(=O)(=O)NC3CCCCC3)c2)on1	i
CC(C)c1cccc(NC(=O)Cn2nc3n(c2=O)CCCCC3)c1	-13%
CCCNC(=O)N1CCC(c2noc(COCCOC)n2)CC1	0%

# The list goes on:
Compound	Pf Dd2 inh
N#Cc1c(C(F)(F)F)cc(-c2cccs2)nc1SCc1ccccc1F	?
Cc1ccc(S(=O)(=O)N(C)Cc2ccc(F)cc2)cc1	-24%[44.1 µM]
c1cc2c(cc1CN1CCCC1)CNCCO2	?
COc1ccc(CNc2ncnc3c2CN(C2CCCNC2)C(=O)CN3C)cc1 (stereo not drawn)	0%
O=C1NC(=NC2CCCC2)C2(CCCN([S+](=O)([O-])c3cccs3)C2)N1c1cccnc1 (stereo not drawn)	-2%
CC(C)OCCCNC(=O)C1CC(=O)N(c2n[nH]c3cccc(F)c23)C1 (stereo not drawn)	-4%
Cc1cc2nn(-c3ccc(Cl)cc3)nc2cc1NC(=O)C(C)C	30%
CCn1c(C)c(C)c2cc(C(=O)NCCCN3CCCCC3C)ccc21 (stereo not drawn)	?
O=c1c(=O)n(-c2ccc(F)c(F)c2)ccn1Cc1ccc(F)cc1Cl	i
COc1ccc(-c2noc(-c3nc(-c4cccnc4)no3)n2)cc1OC	2%

# Remaining list, next part:
Compound	Pf Dd2 inh
CCOC(=O)c1ccccc1NC(=O)NCc1cccn1Cc1ccc(F)cc1	?
CN1CCN(c2ccc(-c3nccc4c(=O)cc(N(C)C5CCOCC5)oc34)cn2)CC1	i
CCc1ccc(C2CC(C(=O)NCc3ccco3)CN(C(C)=O)C2)cc1 (stereo not drawn)	i
COCCNC(=O)CCc1c(C)nn(-c2cccc(C)c2)c1Oc1ccccc1C	i
COc1cccc(C(=O)Nc2ccc(-c3cn4cccnc4n3)cc2)c1OC	?
CCC(=O)N1c2ccc(S(=O)(=O)N3CCC(C)CC3)cc2CC1C (stereo not drawn)	14%
CCOc1ccccc1NC(=O)C1CCN(c2cnc3nccnc3c2)CC1	i
Cc1noc(-c2cn(C3CCCN(C(=O)c4ccc(F)c(F)c4)C3)nn2)n1 (stereo not drawn)	116%[activator]
CC(C)c1ccc(OCC(=O)Nc2ccc(S(=O)(=O)Nc3ncccn3)cc2)cc1	-8%
Cc1ccc(Nc2c(-c3cccnc3)nc3ccc(Cl)cn23)cc1	1%
CCn1ncc(N2CCC(NC(=O)c3ccc(C)c(F)c3)CC2)cc1=O	-19%
CC[C@H]1CN(S(=O)(=O)c2ccccc2)CC[C@H]1CC(=O)NCc1cccnc1	-18%[44.1 µM]
O=C1NCC2(CCN([S+](=O)([O-])c3cccs3)CC2)Oc2ccccc21	-17%
